ALOX12 inh: inhibitors of human 12S-lipoxygenase ALOX12; Potency, µM (doses to about 108 µM), without a hit: top-dose activity change, negative = inhibition, most hits filed as inhibitors; AID 1671190; purified 12hLO, xylenol orange hydroperoxide absorbance; 1.1% of 580,000 active; P18054; note: potency is the fitted concentration of half-maximal effect; % is set by controls: 0 for no effect and ±100 for the full control effect
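Hydroperoxide product was detected by ferrous iron/xylenol orange as the 573 to 405 nm absorbance ratio. Arachidonic acid at 40 uM (final) was turned over for 30 min at room temperature by 150 nM human 12hLO, pH 7.0 Hepes buffer, after 15 min compound preincubation.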
PI4K2A block: blocks human PI4K2A kinase activity | 0.13% of 420,000 active | Q9BTU6 | purified PI4K2A, ADP-Glo luminescence, 1 h; hits give low values | activity change, negative = inhibition, % at 76.9 µM; in the data active = activity change below about -50%; inconclusive = mostly about -30% to -49%;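 note: -100% = wells without enzyme as full effect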
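In this quantitative HTS, ADP production by PI4K2A was quantified luminescently after 1 h at ambient temperature; 100 microM adenosine served as plate-quality control.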
GLS inhibitor: blocks human kidney-isoform glutaminase activity; GLS enzymatic activity, qHTS titration; 0.21% of 410,000 active; Potency, µM (titrated, usually from 45.5 µM), for the others: at the highest dose activity change, negative = inhibition, actives largely listed as inhibitors; note: potency is the fitted concentration of half-maximal effect; % is set by controls: 0 for no effect and ±100 for the full control effect
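Human kidney-isoform GLS in 45 mM KH2PO4 pH 8.2, 0.02% Tween-20, with compound, started with 1mM L-Glutamine (added stock). Glutamate oxidase/HRP/Amplex red coupled fluorescence read at start and after 30 min at RT.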
RGS4 inhibitor: human RGS4 inhibition; P49798; Transcreener GDP fluorescence polarization, RGS4-accelerated GTP hydrolysis; Potency, µM (doses to about 114 µM), for the others: top-dose activity change, negative = inhibition, usual class: inhibitors; 0.039% of 390,000 active; note: potency is the fitted concentration of half-maximal effect; % is set by controls: 0 for no effect and ±100 for the full control effect; nearly all actives have a fitted effect of over 75% in size; some results filed as inactive show a strong effect at the top dose
Target sequence (P49798 whole entry, looked up): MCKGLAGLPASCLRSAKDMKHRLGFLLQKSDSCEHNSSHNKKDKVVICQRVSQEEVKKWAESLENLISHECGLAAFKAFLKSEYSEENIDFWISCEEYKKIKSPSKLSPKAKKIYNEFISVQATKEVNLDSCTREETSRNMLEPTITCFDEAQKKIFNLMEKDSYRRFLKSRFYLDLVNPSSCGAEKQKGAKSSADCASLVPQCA
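MLSMR compounds (23 nl, pin-transferred) preincubated 10 min at room temperature with a 500nM (2x) first reagent, then RGS4 at 900nM (2x) plus Transcreener GDP mix added; fluorescence polarization (620/688 nm) read before and after 90 min at 30 °C.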
G9a block: G9a (human) methyltransferase inhibition. G9a H3K9 monomethylation, AlphaScreen, 2 h. 8.8% of 350,000 active. Q96KQ7. Potency, µM (highest dose often 102 µM), inactives show at the highest dose activity, negative = inhibition, hits mostly inhibitors. AID 504332; note: potency is the fitted concentration of half-maximal effect; % is set by controls: 0 for no effect and ±100 for the full control effect; nearly all actives have a fitted effect of over 75% in size
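AlphaScreen read-out: biotin-H3K9 peptide (500 nM) methylation by 20 nM enzyme with 20 uM SAM, 2 h at room temperature after 15 min compound preincubation; anti-monomethyl H3K9 antibody plus donor/acceptor beads, 10 min dark.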
BAZ2B inh: blocks human BAZ2B | Q9UIF8 | AlphaScreen BAZ2B-H3K14Ac peptide displacement | Potency, µM (doses to about 114 µM), for the others: at the highest dose activity change, negative = inhibition, usual class: inhibitors | 4.4% of 360,000 active | AID 504333; note: potency is the fitted concentration of half-maximal effect; % is set by controls: 0 for no effect and ±100 for the full control effect; nearly all actives have a fitted effect of over 60% in size
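Protein-peptide AlphaScreen: BAZ2B 50 nM, b-H3K14Ac 50 nM, 1x PBS pH 7.4 + 0.01% Tween-20. Preincubation 30 min RT; cpd 30 min RT (top 110 uM); beads 20 min RT, light-protected.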
JMJD2A Tudor: inhibitors of human JMJD2A Tudor domain. O75164. AlphaScreen JMJD2A-Tudor / H3K4me3 peptide binding. Potency, µM (top dose mostly 114 µM), without a hit: at the highest dose activity change, negative = inhibition, usual class: inhibitors. 4.4% of 390,000 active. AID 504339; note: potency is the fitted concentration of half-maximal effect; % is set by controls: 0 for no effect and ±100 for the full control effect; nearly all actives have a fitted effect of over 50% in size
HP1b binding inh: inhibitors of HP1-beta chromodomain binding to methylated histone tails. AID 540317. 0.56% of 390,000 active. Potency, µM (series often up to 114 µM), inactives show at the highest dose activity change, negative = inhibition, hits mostly inhibitors. AlphaScreen HP1-beta / biotin-H3K9me3 peptide binding; note: potency is the fitted concentration of half-maximal effect; nearly all actives have a fitted effect of over 70% in size; inactives centre near 23
Target sequence (P83916 whole entry, looked up): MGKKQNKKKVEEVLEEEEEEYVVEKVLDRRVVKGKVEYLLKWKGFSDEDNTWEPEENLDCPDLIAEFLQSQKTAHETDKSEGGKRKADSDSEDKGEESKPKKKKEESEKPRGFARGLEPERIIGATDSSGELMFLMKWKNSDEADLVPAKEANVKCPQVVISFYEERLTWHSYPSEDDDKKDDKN
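AlphaScreen: HP1-beta (50 nM) preformed 30 min with biotin-H3(1-18)K9me3 peptide (50 nM) in PBS pH 7.4, 0.01% Tween-20. Compound added for 30 min at RT, then streptavidin donor/nickel chelate acceptor beads (10 ug/mL) for 30 min.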
ERG-DNA inh: ERG Ets/DNA interaction inhibition | fluorescence polarization, His-ERG Ets domain / labelled DNA | 0.028% of 370,000 active | Potency, µM (highest dose often 76.9 µM), for the others: at the top dose FP activity, negative = inhibition, actives largely listed as inhibitors | P11308; active = well fitted inhibition curve with a large enough effect in the polarisation, with a control signal flat; inconclusive = small, poorly fitted or top-dose-only effect, or effect the other way, or a change in a side signal; inactive = no such curve, though single readings can be large or run the other way; the % refers to the polarisation;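 note: polarization taken with two DNA probes labelled with fluorescein and Texas red; potency is the fitted concentration of half-maximal effect; % of control where 0% means no effect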
Target sequence (P11308 whole entry, looked up, the tested form may be a part): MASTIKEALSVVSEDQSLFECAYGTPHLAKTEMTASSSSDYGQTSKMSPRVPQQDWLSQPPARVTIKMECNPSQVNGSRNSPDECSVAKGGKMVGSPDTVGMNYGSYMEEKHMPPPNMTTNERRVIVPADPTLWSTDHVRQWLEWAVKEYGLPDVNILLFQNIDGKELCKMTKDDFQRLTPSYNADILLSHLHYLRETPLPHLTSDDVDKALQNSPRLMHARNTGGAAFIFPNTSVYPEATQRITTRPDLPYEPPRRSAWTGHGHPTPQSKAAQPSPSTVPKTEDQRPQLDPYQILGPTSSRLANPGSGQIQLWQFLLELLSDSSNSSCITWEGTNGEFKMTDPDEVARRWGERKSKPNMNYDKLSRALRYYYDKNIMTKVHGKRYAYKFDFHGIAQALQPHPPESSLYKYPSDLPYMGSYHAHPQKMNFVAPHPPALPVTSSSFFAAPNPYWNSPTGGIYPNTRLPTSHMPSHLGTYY
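His-tagged ERG Ets domain (1 uM in the protein solution; 300mM KCl, 50mM Tris-HCl, 1mM EDTA, 1mM DTT, pH 7.5) received compound, then a probe mix of 5 nM fluorescein-DNA and 100nM Texas-615-DNA. Fluorescence polarization was read for both dyes.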
The depositor's hits bear a star; ? = inconclusive; · = no result given; & = joins results of further samples; ! = not active in a repeat; [ ] = another dose, or the depositor's remark. Unless noted, calls come from the whole dose curve; as a rule, active = well fitted curve in the direction sought with a large enough effect; inconclusive = small, poorly fitted or top-dose-only effect, or another doubt; inactive = no such curve, though single readings can be large; an effect the other way counts as inactive or inconclusive. These rows are one share of the data (hit frequency here may not be typical).

SMILES	JMJD2A Tudor	RGS4 inhibitor	GLS inhibitor	BAZ2B inh	ALOX12 inh	G9a block	PI4K2A block	ERG-DNA inh	HP1b binding inh
O=C(CSc1ccc(-c2ccco2)nn1)Nc1ccccc1	-25%	-27%	-6%	-15%	0%	20µM*	-3	0%	2%
COC(=O)C1=C(c2ccc(-c3ccccc3)c(F)c2)C[C@@H]2CC[C@H]1N2C(=O)N1CCOCC1	-25%	-4%	-1%	-31%	22%	7%[2.33 µM]	-1	5%	30%
COCc1ccc(CN2CCCC(C(=O)c3sccc3C)C2)o1 (centres undefined)	-8%	9%	7%	3%	?	·	2	-1%	40%[activator]
CC1CC(OP(O)(=S)c2ccc(N(C)C)cc2NC(=O)c2cccs2)CC(C)(C)C1 (centres undefined)	56µM*	?	21%	50µM*	1%	4µM*	-4	4%	?
COc1ccccc1C1C([N+](=O)[O-])=C(N)Oc2c1c(=O)oc1ccccc21 (centres undefined)	10%	-31%	-7%	-6%	104%[activator]	·	-1	1%	27%
O=P(/C(=N/O)N1CCCCC1)(N1CCOCC1)N1CCOCC1	2%	-28%	9%	8%	0%	56µM*	5	11%	24%
CN1c2ccc([N+](=O)[O-])cc2CC2(C(=O)NC(=O)N(c3ccc(Br)cc3)C2=O)C1c1ccccc1 (centres undefined)	?	6%	7%	?	-26%	?	-2	10%	?
O=c1c2ccccc2nc(-c2ccccc2)n1-c1ccncc1	-15%	33%	·	-4%	0%	29%[59 µM]	7	-1%	28%
COC1C(OC(=O)c2ccc(C)[nH]2)C(O)C(Oc2ccc3c(O)c(NC(=O)c4ccc(O)c(CC=C(C)C)c4)c(=O)oc3c2Cl)OC1(C)C (centres undefined)	50µM*	-10%	?	?	40µM*	·	0	12%	?
Cc1ccccc1N	-3%	3%	18%	-2%	-1%	-5%[0.501 µM]	-3	-16%	27%
O=S1(=O)N(CCN2CC=C(c3c[nH]c4cc(F)ccc34)CC2)c2cccc3c2N1CCC3	?	?	3%	?	?	30µM*!	-7&1	18%	-17%
CCOP(=O)(OCC)C(NC(=O)c1ccccc1C)C(Cl)(Cl)Cl (centres undefined)	-3%	-25%	1%	3%	-14%	30%[59 µM]	-8	4%	26%
NC(=Nc1ccccc1)NN=Cc1c[nH]c2ccccc12	?	-37%	23%	·	?	·	0	·	-4%
O=c1c2ccccc2nc(-c2ccccc2)n1-c1ccccc1	-4%	27%	2%	-18%	0%	18%	3	-8%	56%[activator]
CCCCn1c(O)c(C(C)=Nc2ccc3c(c2)CCC3)c(=O)[nH]c1=O	-8%	-7%	-1%	-4%	-12%	5%[59 µM]	-2	1%	24%
CCC12CN3CCN(CC(C3)/C1=N/NC(=O)c1ccncc1)C2	7%	-2%	0%	1%	-8%	93%[activator][59 µM]	6	4%	47%[activator]
c1ccc(CNC2=NCCS2)cc1	-28%	-16%	-2%	5%	0%	-51%[59 µM]	12	0%	10%
Fc1ccc(C2NCCc3[nH]cnc32)cc1 (centres undefined)	-10%	13%	4%	-4%	31%[activator]	42%[59 µM]	2	·	25%
O=C(Nc1ccc(Cl)cc1)N1CC1	-8%	-22%	4%	·	?	·	0	0%	21%
Cc1ccc(S(=O)(=O)c2nc(-c3ccccc3Cl)oc2N(C)C2CCN(C)CC2)cc1	?	-44%	6%	·	343%[activator]	·	-6	·	-31%
O=C(c1ccc(N2CC3CC(C2)c2cccc(=O)n2C3)c([N+](=O)[O-])c1)N1CCCCC1 (centres undefined)	-1%	-4%	7%	7%	-5%	-9%	3	·	30%[activator]
O=C1NC(=O)N(c2ccccc2)C(=O)/C1=C/C=C/c1ccco1	-29%	?	28%	-35%	?	35µM*	-27	53%[activator]	-19%
Clc1cccc(CN2CCCCC2c2cccnc2)c1 (centres undefined)	-13%	-9%	-3%	?	-6%	56µM*	-3	·	50%[activator]
CCOC(=O)C1(CCOc2ccccc2)CCN(C2Cc3ccccc3C2)CC1	-32%	10%	-2%	-13%	-4%	?	-2	4%	1%
COc1ccc(CC2(CCc3ccncc3)C(=O)NC(=O)NC2=O)cc1	1%	4%	3%	-13%	-24%	12%	3	-5%	19%
COc1cc(OC)c(OC)cc1CNCCc1cccc(F)c1	7.9µM*	27%	-4%	56µM*	?	-15%	-3	-1%	?
CCOP(=O)(OCC)C(NC(C)=O)C(Cl)(Cl)Cl (centres undefined)	-4%	17%	7%	-7%	12%	-23%[12.7 µM]	9	-4%	19%
Cc1cccnc1NC1=NCC(C)S1 (centres undefined)	-14%[11.4 µM]	-11%[11.4 µM]	-20%	0%	-2%	4µM*	3	0%	40%[activator]
O=c1[nH]c(=O)n(Cc2ccccc2)c(O)c1C=NCCN1CCNCC1	-15%	-37%	-5%	1%	6%	-37%[12.7 µM]	2	·	40%[activator]
CC(C(=O)O)N(C(=O)c1ccccc1)c1ccc(F)c(Cl)c1 (centres undefined)	-12%	33%	1%	-27%	-1%	27%[12.7 µM]	4	3%	28%

Carrying on:
SMILES	JMJD2A Tudor	RGS4 inhibitor	GLS inhibitor	BAZ2B inh	ALOX12 inh	G9a block	PI4K2A block	ERG-DNA inh	HP1b binding inh
CN(C)CCc1ccc(O)cc1	·	·	55%[activator]	·	?	-2%[12.7 µM]	-1	·	·
Cc1ccc(NP(=O)(c2ccccc2)c2nc3ccccc3s2)cc1 (centres undefined)	-16%	8%	-2%	-23%	-1%	25µM*	1	5%	10%
COC(=O)C1=C(c2ccc(OC)c(OC)c2)C[C@@H]2CC[C@H]1N2C(=O)NCCc1ccccc1	-4%	3%	2%	4%	9%	-11%[2.33 µM]	2	-6%	51%[activator]
O=[N+]([O-])c1cc(Cl)c(Cl)cc1Cl	-19%	39%	-2%	-11%	-16%	7%[0.501 µM]	4	2%	8%
CCCCn1c(=O)c(C(=O)Nc2ncccc2C)c(O)c2ccccc21	-7%	-13%	6%	7%	-15%	-12%[0.501 µM]	-2	13%	62%[activator]
Cc1ccc(C)c(S(=O)(=O)Nc2ccc3c(c2)CCCN3C(=O)c2cccs2)c1	-17%	-5%	11%	-26%	-3%	?	1	2%	14%
CCOC(=O)C(O)(c1ccc(N(CC)C(=O)COc2ccccc2)cc1)C(F)(F)F (centres undefined)	-4%	-26%	0%	6%	-1%	21%	-6	-1%	22%
Cn1c(=O)c2c(nc(-c3ccc(N(CCCl)CCCl)cc3)n2C)n(C)c1=O	?	-2%	-4%	·	1%	·	-7	-5%	-1%
NC(Cc1ccc(O)cc1)C(=O)NN=Cc1ccc(N(CCCl)CCCl)cc1 (centres undefined)	?	-9%	16%	·	6%	·	-1	21%	2%
Cn1c(=O)cc(SCC(=O)N2CCC3(CC2)OCCO3)c2ccc(Cl)cc21	-4%	14%	1%	7%	24%	-5%[59 µM]	-1	-14%	30%
CC(C)C[C@H]1C(=O)N2CCC[C@H]2[C@]2(O)O[C@](NC(=O)[C@@H]3C=C4c5cccc6[nH]c(Br)c(c56)CC4N(C)C3)(C(C)C)C(=O)N12 (some centres undefined)	0%	-2%	2%	?	?	?	-2	-7%	32%
O=C1CC(=O)N(Cc2ccccc2)C(=O)N1	-2%	?	-6%	·	?	·	-7	-4%	44%
C[N+](C)(N)CCOC(=O)C(O)(c1ccccc1)C1CCCCC1 (centres undefined)	2%	27%	6%	·	67%[activator]	·	-1	-2%	12%
COCCNC(=O)c1c(NC(=O)c2ccc(Br)o2)n(Cc2ccccc2)c2nc3ccccc3nc12	27%	0%	5%	21%	1%	?	3	-5%	100%[activator]
CCOP(=O)(CN(CC)CCNP(=O)(OCC)OCC)OCC	?	29%	-2%	12%[57.1 µM]	0%	50µM*	-15	2%	17%
CCOC(=O)C1CCCN(Cc2ccc(-c3ccccc3)cc2)C1 (centres undefined)	28µM*	3%	-1%	?	?	·	1	0%	-27%
COc1ccc(C(=O)NC(=S)N2C[C@H]3C[C@H](C2)c2cccc(=O)n2C3)cc1	-22%	-18%	26%	-7%	?	25µM*	0	1%	15%
C=CCN1CC[C@]23c4c5ccc(O)c4OC2C(=O)CC[C@@]3(O)C1C5 (some centres undefined)	-10%	24%	6%	-3%	-15%	19%[12.7 µM]	-6	10%	32%
CC(=O)N1CC(=O)Nc2ccc(Cl)cc2C1c1ccc(F)cc1 (centres undefined)	-6%	9%	-5%	-6%	17%	-11%	1	-2%	16%
CCOc1ccc2nc(N=Nc3c(O)[nH]c(=O)[nH]c3=O)sc2c1	-11%[11.4 µM]	-31%[11.4 µM]	-2%	45µM*	-28%	·	-2	0%	-6%
